Assay outcomes from PubChem.
aSyn rescue: rescues yeast growth from alpha-synuclein toxicity. 370,000 tested, 0.14% active. Potency, µM (highest dose often 46.1 µM), for inactives: at the top dose growth rescue (activation), hits mostly activators. Yeast expressing alpha-synuclein, growth rescue, BacTiter-Glo, 24 h; also: potency is read from the fitted curve at half-maximal effect; % of control where 0% means no effect; nearly all actives have a fitted effect of over 65% in size
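Readout is rescue of growth in alpha-synuclein-expressing yeast, so inhibitors of toxicity appear as activators. Growth after 24 hr at 30 deg C in galactose medium is quantified by luminescence.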
TDP-43 yeast inh: rescues yeast growth from TDP-43 toxicity; Potency, µM (series often up to 46.1 µM), for the others: top-dose growth rescue (activation), most hits filed as activators; AID 652104; 410,000 tested, 1.8% active; TDP-43 expressing yeast growth rescue, BacTiter-Glo, 24 h; also: potency is read from the fitted curve at half-maximal effect; % of control where 0% means no effect; nearly all actives have a fitted effect of over 50% in size
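Galactose-induced TDP-43 yeast, OD600=0.02, compound pinned; 24 hr, 30 deg C; BacTiter-Glo luminescence for growth. Inhibitors of TDP-43 toxicity read as activators.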
Abeta yeast res: restores growth of yeast expressing A-beta42 peptide | yeast expressing A-beta42, growth rescue, OD600, 48 h; response scale: 0% DMSO, 100% iron-clioquinol control | Potency, µM (top dose mostly 46.1 µM), inactives show at the top dose growth rescue, usual class: activators | 410,000 tested, 0.063% active | AID 1347071; also: potency is read from the fitted curve at half-maximal effect; nearly all actives have a fitted effect of over 55% in size
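Yeast growth medium received pinned compounds, then yeast cells expressing toxic A-beta were added; plates incubated at 30 C for 48 hr. Growth read as absorbance at 600 nm, normalized to DMSO and equimolar FeCl3 plus clioquinol controls.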
D3 antag: blocks the human D3 dopamine receptor | D3R cells, DiscoveRx beta-arrestin luminescence, antagonist mode; stronger effect = lower value | AID 652054 | 360,000 tested, 2.5% active | max response, negative = inhibition, % | P35462; in the data active = max response below about -50%; inconclusive = no clear call, values can overlap the other calls; also: % is scaled to controls: 0 for no effect and ±100 for the full control effect; mostly tested at two doses, the higher about 12 µM
Target sequence (P35462 whole entry, looked up): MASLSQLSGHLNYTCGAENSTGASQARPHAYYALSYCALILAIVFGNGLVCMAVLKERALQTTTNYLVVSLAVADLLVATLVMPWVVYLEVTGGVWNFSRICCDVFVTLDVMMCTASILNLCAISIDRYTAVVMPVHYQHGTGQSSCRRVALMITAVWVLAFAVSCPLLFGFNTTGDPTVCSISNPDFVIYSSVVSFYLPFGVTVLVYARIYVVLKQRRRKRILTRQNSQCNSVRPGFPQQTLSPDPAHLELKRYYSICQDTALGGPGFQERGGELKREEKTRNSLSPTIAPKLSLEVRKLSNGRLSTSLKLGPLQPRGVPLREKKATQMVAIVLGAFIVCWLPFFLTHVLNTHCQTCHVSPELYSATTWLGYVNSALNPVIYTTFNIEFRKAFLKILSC
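Cells plated overnight at 1500 cells/well, then exposed to library compounds with dopamine controls for 90 minutes at 37 degrees C. DiscoveRx reagent added for 30–60 minutes at room temperature; luminescence read, quantitative HTS format.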
EPAC2 antagonist: antagonists of human EPAC2 | Q8WZA2 | EPAC2 GEF exchange of Rap1B-BODIPY-GDP, fluorescence | Potency, µM (highest dose often 114 µM), for inactives: top-dose activity, negative = inhibition, most hits filed as inhibitors | 360,000 tested, 0.18% active | AID 720708; also: potency is read from the fitted curve at half-maximal effect; % is scaled to controls: 0 for no effect and ±100 for the full control effect; nearly all actives have a fitted effect of over 45% in size; many of its hits are not listed in these tables
DRD3 agonist: D3 dopamine receptor (human) agonism. 410,000 tested, 0.58% active. D3R DiscoveRx beta-arrestin cells, luminescence, 90 min. max activation, %. P35462; in the data active = max activation above about 30%; also: 0% is about no effect; mostly tested at two doses, the higher about 12 µM
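Agonist-mode cell screen: cells plated at 1500/well and incubated overnight at 37 °C, then exposed to library compounds for 90 min at 37 °C. Detection reagent was added for 30–60 min at room temperature, and luminescence was read.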
FUS yeast rescue: FUS proteinopathy suppression in yeast; S. cerevisiae FUS-expressing, growth rescue, OD600, 24 h; Potency, µM (top dose mostly 76.6 µM), inactives show at the highest dose growth rescue (activation), hits mostly activators; 390,000 tested, 0.24% active; AID 1347120;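 also: potency is read from the fitted curve at half-maximal effect; plate controls were DMSO vehicle for no effect and reference control for full effect; nearly all actives have a fitted effect of over 55% in size; some results filed as inactive show a strong effect at the top dose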
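Restored growth of FUS-toxic S. cerevisiae, read as 600 nm absorbance after 24 h at 30C in galactose medium (starting OD 0.005). Controls CP55940 and DMSO.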
EPAC2 agonist: activates human EPAC2 exchange factor | Q8WZA2 | 360,000 tested, 0.079% active | EPAC2 activation, biochemical qHTS; response scale: 100% = 6.5 mM cAMP response | Potency, µM (highest dose often 154 µM), for inactives: at the top dose activation, actives largely listed as activators; also: potency is read from the fitted curve at half-maximal effect; nearly all actives have a fitted effect of over 50% in size
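Compounds were titrated in qHTS against a Rap1B-BODIPY-GDP (250 nM) complex with EPAC2 (100 nM) and GDP (50 uM). BODIPY-GDP release tracked at 480/540 nm over 30 min at room temperature, normalized to 6.5 mM cAMP.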
* = called active by the depositor; u = inconclusive; x = no result given; & = joins results of further samples; [ ] = another dose, or the depositor's remark. Unless noted, calls follow the shape of the dose curve; as a rule, active = well fitted curve in the direction sought with a large enough effect; inconclusive = small, poorly fitted or top-dose-only effect, or another doubt; inactive = no such curve, though single readings can be large; an effect the other way counts as inactive or inconclusive. These rows are one share of the data; rates above refer to the full screens.

No.	Molecule	aSyn rescue	TDP-43 yeast inh	Abeta yeast res	D3 antag	EPAC2 antagonist	DRD3 agonist	FUS yeast rescue	EPAC2 agonist
1	CCSc1ccccc1C(=O)NCc1cccnc1	-1%	11%	-3%	-11	2%	1	-26%	10%
2	Cc1ccc(OCCSc2nc3ccccc3n2CCC(=O)O)cc1	0%&7%	2%&-16%	-1%&-23%	6	-10%	4&-9	-8%&-11%	11%
3	O=C(Cc1cccc2ccccc12)Nc1nc2ccccc2[nH]1	8%	-1%	19%	-16	-2%	-4	u	-3%
4	Cc1ccccc1Nc1nn2c(=O)c3ccc(C(=O)N4CCCC(C)C4)cc3nc2s1 (stereo unspecified)	-3%	18%&20%	-5%&-12%	74	10%	-5&9	-13%&-7%	5%
5	CC1(C)Oc2ccc(C(=O)Nc3ccccc3F)cc2N(CC(=O)N2CCOCC2)C1=O	2%	-5%	0%	5	-3%	0	29%	10%
6	O=C(c1cccs1)N1CCN(C/C=C/c2ccccc2)CC1	-16%	-6%	9%	-18	-9%	7	8%	-3%[15.6 µM]
7	COc1ccc(-c2nc3c(C)cc(Br)cn3c2Cc2ccccc2)cc1OC	24%	0%	-14%	5	-16%	1	33%	7%
8	COc1ccc(C(=O)NNC(=O)C2CC=CCC2)cc1 (stereo unspecified)	-1%	0%	-1%	3	2%	2	7%	4%
9	O=C(NCC1CCCN(C2Cc3ccccc3C2)C1)c1cccs1 (stereo unspecified)	2%	-5%	11%	-4	-1%	-9	19%	1%
10	Cc1ccccc1CNC(=O)c1ccc2ccccc2n1	12%	16µM*	0%	7	-6%	3	13%	10%
11	Cc1ccccc1Cn1c(SCc2ccc(C(=O)NC3CCCCC3)cc2)nc2ccncc21	x	16%	-9%	x	x	-8	-22%	x
12	COc1ccc(C2NC(=O)NC(C)=C2C(=O)OC2CCCC(C)C2)cc1 (stereo unspecified)	20%	10%	10%	1	-8%	1	u	6%
13	O=C(COC(=O)/C=C/c1ccc(Cl)cc1Cl)Nc1ccc2c(c1)OCCO2	-13%	0%[9.22 µM]	3%	-22	-3%	-2	-3%	8%
14	O=C(NCCC1=CCCCC1)c1ccc(Cl)c([N+](=O)[O-])c1	-8%	u	-23%	0	4%	4	8%	10%
15	O=C(COC(=O)CCN1C(=O)c2cccc([N+](=O)[O-])c2C1=O)NC1CCS(=O)(=O)C1 (stereo unspecified)	-1%	-8%	-14%	0	14%	-6	19%	5%
16	CCS(=O)(=O)N1CCN(c2cccc(C)c2C)CC1	-2%	10%	-1%	-29	-9%	0	-3%	-85%[15.6 µM]
17	CCOC(=O)C1=C(c2ccccc2)NC(=O)NC1c1cccc(OC)c1OC (stereo unspecified)	-6%	-14%	-7%	-11	-3%	-7	-3%	8%
18	Cc1cc(S(=O)(=O)N2CCN(C(=O)c3ccco3)CC2)ccc1F	4%	u	-1%	3	-1%	7	8%	-2%
19	O=CN1CCCN(Cc2nc(-c3cccc(Cl)c3)no2)CC1	-2%	10%	-9%	-17	0%	-7	-10%	6%
20	O=Cc1ccc(OCC(=O)NCC2CCCO2)cc1 (stereo unspecified)	2%	-20%	-4%	6	2%	-6	3%	6%
21	CC(=O)c1ccc(N2CCN(C(=O)c3cccs3)CC2)c(F)c1	-5%	0%	-19%	5	0%	1	5%	5%
22	CCOc1ccc(-c2cc(C)n3nc(C(=O)Nc4ccc(C)c(C)c4)cc3n2)cc1	x	10%	-8%	x	x	-1	-1%	x
23	Cc1sc2ncnc(SCC#N)c2c1C	-7%	-8%	21%	6	8%	10	1%	6%
24	Cc1c(C(=O)OCC(=O)N2CC(C)CC(C)C2)oc2ccccc12 (stereo unspecified)	2%	-14%	-2%	5	-5%	1	9%	6%
25	Cc1ccc(Nc2cc(C)c3ccc(O)cc3n2)cc1C	-6%	10%	7%	-57*	u	-19	3%	21%
26	NC(=O)C1CCN(C(=O)CCSCc2ccccc2)CC1	1%	7%	-4%	2	-1%	3	-3%	5%
27	COc1ccc(Cl)cc1NC(=O)c1cc2nc(-c3ccc4c(c3)OCO4)cc(C(F)(F)F)n2n1	x	0%	-4%	x	x	4	4%	x
28	O=C(O)C1CCC(=O)N1C1CCCC1 (stereo unspecified)	1%	-3%	2%	-18	0%	10	2%	10%
29	Cc1c(N(C(=O)Cc2cccs2)C2(C(=O)NC3CCCC3)CCCCC2)c(=O)n(-c2ccccc2)n1C	-1%	-1%	-13%	-12	12%	5	12%	1%
30	CCN(CC)S(=O)(=O)c1cccc(C(=O)NC(Cc2c[nH]c3ccccc23)c2nnc3n2CCC3)c1 (stereo unspecified)	4%	16%	-12%	23	-4%	8	10%	5%
31	CC(=O)c1ccc(NC(=O)C[n+]2cccc(C)c2)cc1	2%	20%	-8%	9	-8%	-4	-10%	12%
32	Cc1ccc(NC(=O)c2c(NC(=O)Cc3ccccc3)sc3c2CCC3)cc1	x	14%	-9%	x	x	2	-3%	x
33	CC(C)(C)c1ccc(OCC(=O)Nc2ccc(C(=O)Nc3ccccc3C(=O)O)cc2)cc1	-7%	2%	1%	12	-21%	1	6%	-14%
34	COc1ccc(C(=O)OCC(=O)Nc2ccc3c(c2)OCCO3)c(OC)c1	8%	14%	-6%	7	-2%	2	1%	-4%
35	O=C(CCc1n[nH]c(=O)[nH]c1=O)Nc1cccc([N+](=O)[O-])c1	0%	21%	-1%	0	3%	7	-4%	2%
36	CCCCOc1ccc(C(O)(CCN2CCOCC2)c2ccccc2)cc1 (stereo unspecified)	1%	16%	-4%	-6	-16%	-2	6%	12%
37	COc1ccc(C(=O)Cn2nnc(-c3ccccc3F)n2)cc1	5%	-20%	-6%	-9	-7%	-5	11%	23%
38	O=C(NCc1ccccc1Cl)c1ccc(S(=O)(=O)Nc2cccc(C(F)(F)F)c2)cc1	9%	22%	22%	-2	-11%	-1	x	20%
39	Cc1cc(C)cc(-n2ncc3c2CCCC3NC(=O)CCN2CCCC2=O)c1 (stereo unspecified)	-6%	-1%	7%	4	11%	-3	15%	11%
40	CCOc1ccccc1NC(=O)CN(c1ccc(Cl)cc1)S(C)(=O)=O	19%	9%	4%	7	2%	4	12%	5%
41	Cn1c(SCC(=O)NC(=O)NCc2ccccc2)nnc1C(F)(F)F	7%	-10%	-6%	-20	-2%	1	17%	2%
42	CC(C)CC1c2[nH]c3ccccc3c2CCN1C(=O)CCC(=O)N(C)C (stereo unspecified)	1%	-24%	-1%	-15	-12%	-13	14%	10%
43	FC(F)(F)c1cccc(Nc2ncnc3ccccc23)c1	-10%	0%	6%	10	-6%	0	12%	-7%
44	CCN(CC)c1ccc(C(=O)NNC(=O)Cn2c(=O)cnc3ccccc32)cc1	0%	5%	-8%	-5	15%	-3	-19%	3%
45	Cc1sc2nc(SCc3nc4ccccc4[nH]3)n(Cc3ccco3)c(=O)c2c1C	3%	u	7%	-8	-6%	-1	x	7%
46	CCOC(=O)c1ccn(CSc2c(F)c(F)cc(F)c2F)n1	-6%	24%	-6%	5	-10%	7	-10%	3%
47	COc1ccc([C@H]2N[C@]3(CCCN(Cc4ccc(C(F)(F)F)cc4)C3=O)[C@H]3C(=O)N(Cc4ccccc4)C(=O)[C@@H]23)cc1	u	u	8%	-19	2%	-7	u	19%
48	O=C(NCc1cccs1)C1CCCN(S(=O)(=O)c2cnc[nH]2)C1 (stereo unspecified)	-1%	-6%	-6%	0	10%	-11	-19%	5%
49	CCc1cc[n+](C(C(=S)Nc2cccc(C)c2)=C([O-])c2ccc(C)c([N+](=O)[O-])c2)cc1	-3%	-6%	0%	-1	5%	-16	x	9%
50	COc1ccc(C(=O)N2CCN(S(=O)(=O)c3cc(Cl)ccc3OC)CC2)cc1	0%	25%	-4%	-1	8%	-7	9%	1%
51	NS(=O)(=O)c1ccc2nc(NC(=O)C3CCCO3)sc2c1 (stereo unspecified)	-14%	16%	1%	11	9%	1	-7%	1%
52	O=C(O)c1ccc(N2CCCC2=O)cc1	6%	9%	13%	6	3%	-1	-4%	0%

Twelve structures from above, arranged by formula weight, highest first.
No.	Molecule	aSyn rescue	TDP-43 yeast inh	Abeta yeast res	D3 antag	EPAC2 antagonist	DRD3 agonist	FUS yeast rescue	EPAC2 agonist
29	Cc1c(N(C(=O)Cc2cccs2)C2(C(=O)NC3CCCC3)CCCCC2)c(=O)n(-c2ccccc2)n1C	-1%	-1%	-13%	-12	12%	5	12%	1%
11	Cc1ccccc1Cn1c(SCc2ccc(C(=O)NC3CCCCC3)cc2)nc2ccncc21	x	16%	-9%	x	x	-8	-22%	x
5	CC1(C)Oc2ccc(C(=O)Nc3ccccc3F)cc2N(CC(=O)N2CCOCC2)C1=O	2%	-5%	0%	5	-3%	0	29%	10%
49	CCc1cc[n+](C(C(=S)Nc2cccc(C)c2)=C([O-])c2ccc(C)c([N+](=O)[O-])c2)cc1	-3%	-6%	0%	-1	5%	-16	x	9%
44	CCN(CC)c1ccc(C(=O)NNC(=O)Cn2c(=O)cnc3ccccc32)cc1	0%	5%	-8%	-5	15%	-3	-19%	3%
34	COc1ccc(C(=O)OCC(=O)Nc2ccc3c(c2)OCCO3)c(OC)c1	8%	14%	-6%	7	-2%	2	1%	-4%
2	Cc1ccc(OCCSc2nc3ccccc3n2CCC(=O)O)cc1	0%&7%	2%&-16%	-1%&-23%	6	-10%	4&-9	-8%&-11%	11%
51	NS(=O)(=O)c1ccc2nc(NC(=O)C3CCCO3)sc2c1 (stereo unspecified)	-14%	16%	1%	11	9%	1	-7%	1%
19	O=CN1CCCN(Cc2nc(-c3cccc(Cl)c3)no2)CC1	-2%	10%	-9%	-17	0%	-7	-10%	6%
43	FC(F)(F)c1cccc(Nc2ncnc3ccccc23)c1	-10%	0%	6%	10	-6%	0	12%	-7%
52	O=C(O)c1ccc(N2CCCC2=O)cc1	6%	9%	13%	6	3%	-1	-4%	0%
28	O=C(O)C1CCC(=O)N1C1CCCC1 (stereo unspecified)	1%	-3%	2%	-18	0%	10	2%	10%
